Bioassay records (PubChem)
OXTR potentiate: human OXTR potentiators, primary screen, fluorescence, CHO-OTR cells, Fluo-8 calcium. Oxytocin receptor (Homo sapiens), P30559. 320,000 tested, 0.061% active. Fluo-8 calcium fluorescence, potentiator mode; 0% = oxytocin EC15, 100% = EC100. activation, % at 3 µM;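 active means activation above that plate's cutoff, the mean activation of tested compounds plus 3 SD, cut at about 6.6% in these data, passing the limit was not always enough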;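 further: 100% uses oxytocin at 75 nM as the full agonist control; some results filed as inactive read as strong as hits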
Target sequence (P30559 whole entry, looked up): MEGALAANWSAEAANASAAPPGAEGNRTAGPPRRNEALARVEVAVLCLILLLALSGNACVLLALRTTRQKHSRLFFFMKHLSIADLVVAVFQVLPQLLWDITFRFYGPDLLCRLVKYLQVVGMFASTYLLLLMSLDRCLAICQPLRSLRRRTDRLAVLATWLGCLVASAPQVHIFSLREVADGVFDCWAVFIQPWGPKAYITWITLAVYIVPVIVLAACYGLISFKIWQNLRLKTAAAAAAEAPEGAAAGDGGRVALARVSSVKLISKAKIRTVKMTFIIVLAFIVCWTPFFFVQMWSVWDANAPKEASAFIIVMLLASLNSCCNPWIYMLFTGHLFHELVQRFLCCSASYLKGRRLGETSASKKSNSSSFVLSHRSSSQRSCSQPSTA
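Assay system: CHO-OTR cells, human receptor / Also added: oxytocin at about EC15, sub-maximal agonist stimulus / Dosing: single dose, 3.0 µM nominal final compound concentration / Incubation: 6 min pre-incubation, 100 s read / Technique: Fluo-8 calcium dye fluorescence / Read-out: % activation vs EC15 and EC100 oxytocin / Benchmarks: EC15 oxytocin low, 75 nM oxytocin high / Replicates: singlicate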
CHRM1 agonist: human M1 muscarinic receptor agonists, primary screen, Fluo-8 calcium fluorescence, CHO-K1 cells, HTS; Muscarinic acetylcholine receptor M1 (Homo sapiens), P11229; CHO-K1 hM1, agonist mode; 0% DMSO, 100% acetylcholine EC100; activation, % at 3 µM; 360,000 tested, 0.33% active;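 active means activation above the run's mean compound activation plus 3 SD, cut at about 16% in these data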;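 further: peak over basal fluorescence ratio within a 140 s kinetic read after compound addition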
Target sequence (P11229 whole entry, looked up): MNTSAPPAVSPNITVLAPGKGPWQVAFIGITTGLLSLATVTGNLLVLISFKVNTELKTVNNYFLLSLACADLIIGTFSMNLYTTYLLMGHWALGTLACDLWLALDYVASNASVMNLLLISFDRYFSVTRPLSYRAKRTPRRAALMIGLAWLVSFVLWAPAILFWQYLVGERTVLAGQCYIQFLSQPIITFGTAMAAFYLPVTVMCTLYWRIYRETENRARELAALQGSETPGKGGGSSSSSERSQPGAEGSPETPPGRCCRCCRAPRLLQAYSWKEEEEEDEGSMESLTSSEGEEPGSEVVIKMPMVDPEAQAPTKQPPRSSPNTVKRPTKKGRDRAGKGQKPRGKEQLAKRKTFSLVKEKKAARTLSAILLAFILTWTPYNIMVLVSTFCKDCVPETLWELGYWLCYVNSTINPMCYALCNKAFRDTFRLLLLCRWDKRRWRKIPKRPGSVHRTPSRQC
CHRM4 antagonist: human M4 muscarinic receptor antagonists, primary screen, CHO cells, Fluo-8 calcium fluorescence | Muscarinic acetylcholine receptor M4 (Homo sapiens), P08173 | CHO-hM4 cells, ACh EC80 | inhibition, % at 3 µM | 360,000 tested, 0.73% active | AID 624125, 2012;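 active means inhibition above its plate's cutoff, the mean inhibition of sample wells plus 3 SD, cut at about 27% in these data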;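 further: 0% = acetylcholine EC80 with DMSO and 100% = DMSO without agonist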
CHO-K1 Ca antag: counter-screen for M1 antagonists: effect in parental CHO-K1 cells; ATP-induced calcium, Fluo-8 fluorescence; inhibition, % at 3 µM; 360,000 tested, 0.6% active; AID 602250;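 active means inhibition above a per-plate cutoff, the plate's mean sample inhibition plus 3 SD, cut at about 24% in these data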;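 further: 0% = DMSO plus EC80 ATP and 100% = DMSO alone without ATP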
CHO parental Ca: ATP-evoked calcium signal inhibitors, parental CHO, primary screen, counter-screen for OX1R antagonist project, cell-based, fluorescence, Fluo-8 calcium dye; parental CHO-K1, ATP-induced calcium, Fluo-8 fluorescence; inhibition, % at 5.6 µM; 330,000 tested, 0.63% active; AID 463079, 2010;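 active means inhibition above that plate's mean sample inhibition plus 3 SD, cut at about 26% in these data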;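 further: 0% = ATP-challenged DMSO wells and 100% = DMSO wells without ATP; some compounds past the cut are filed as inactive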
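Assay system: untransfected parental CHO cell line. Also added: ATP agonist challenge. Dosing: one dose, 5.6 µM nominal. Measured by: Fluo-8 fluorescence. Read-out: % inhibition. Benchmarks: ATP wells versus no-ATP DMSO wells. Repeats: no replicates.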
M4 ag: human M4 muscarinic receptor agonists, primary screen, CHO-K1 cells, Fluo-8 calcium fluorescence; Muscarinic acetylcholine receptor M4 (Homo sapiens), P08173; CHO-K1 hM4/Gqi5; vehicle 0%, full acetylcholine response 100%; activation, % at 3 µM; 360,000 tested, 0.14% active; AID 624127, 2012;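 active means activation above the run mean over all test wells plus 3 SD, cut at about 32% in these data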;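 further: peak over basal fluorescence ratio per well then scaled between controls; 0% = DMSO wells and 100% = acetylcholine at EC100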
CHO-K1 Ca ag: counter-screen for M1 agonists: effect in parental CHO-K1 cells; Fluo-8 calcium fluorescence; scaled to maximal ATP response, vehicle zero; activation, % at 3 µM; 360,000 tested, 0.48% active; in the data active means activation above about 15%;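 further: untransfected CHO-K1 host cells lacking M1 receptor as counterscreen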
M1 antag: human M1 muscarinic receptor antagonists, primary screen, CHO-K1 cells, Fluo-8 calcium fluorescence, 1536-well | Muscarinic acetylcholine receptor M1 (Homo sapiens), P11229 | CHO-K1 hM1, ACh EC80 antagonist | inhibition, % at 3 µM | 360,000 tested, 1.3% active;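 active means percent inhibition above its own plate's cutoff, namely the mean of that plate's compound wells plus 3 SD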;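 further: peak over basal fluorescence ratio during 140 s after agonist addition; 0% = ACh EC80 plus DMSO and 100% = DMSO alone without agonist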
M1 PAM: human M1 muscarinic receptor positive allosteric modulators, primary screen, CHO-K1 cells, Fluo-8 calcium fluorescence, 1536-well | Muscarinic acetylcholine receptor M1 (Homo sapiens), P11229 | CHO-K1 hM1, ACh EC20; 0% = ACh EC20, 100% = maximal ACh | activation, % at 3 µM | 360,000 tested, 0.088% active | AID 588819, 2011; in the data active means activation above about 19%, passing the limit was not always enough
Numbers without * were called inactive; . = not tested or not shown.

SMILES	OXTR potentiate	CHRM1 agonist	CHRM4 antagonist	CHO-K1 Ca antag	CHO parental Ca	M4 ag	CHO-K1 Ca ag	M1 antag	M1 PAM
O=C(Nc1ccc2nc3n(c(=O)c2c1)CCCC3)c1cccnc1Cl	2	-3	-9	-22	-8	2	1.4	-7	4
CSc1nc(N)nc2c1ncn2C1OC(CO)CC1O (stereo not drawn)	.	-3	-5	-9	.	0	0.4	-5	5
CCC1Nc2ncnc(N3CCN(c4ccccc4)CC3)c2N(Cc2ccc(OC)cc2)C1=O (stereo not drawn)	-8	-10	0	-11	-11	2	0.1	-3	3
Cc1cc(N2CCOCC2)nc2ccc(Cl)cc12	-3	-7	-14	-16	-21	-2	-1.2	-11	5
CSc1ccccc1NC(=O)Nc1ccc(F)c(Cl)c1	-10	-4	0	-5	-9	9	9.8	16	-13
COc1ccc(NC(=S)NN2C(C)CCCC2C)cc1 (stereo not drawn)	0	-4	6	-9	1	0	0.5	-3	3
O=C(O)CSC1CC(=O)N(c2cccc(Cl)c2)C1=O (stereo not drawn)	-12	-2	8	-3	-16	0	0.9	-7	7
O=S(=O)(Nc1nc2ccccc2nc1NCC1CCCO1)c1cccc(Cl)c1 (stereo not drawn)	-6	0	-8	-11	-6	4	1.6	-7	13
CCOC(=O)c1cnn(-c2ccccc2)c1N	3	-1	-4	8	1	2	0.2	-6	-5
CCCCCn1c(SCCC(C)C)nc2c1c(=O)[nH]c(=O)n2C	-7	-5	-4	-7	-34	-1	-0.4	-7	5
CC1CC(C)CN(C(=O)C2CCN(S(=O)(=O)c3ccc4c(c3)CC(C)N4C(=O)C3CC3)CC2)C1 (stereo not drawn)	-9	-2	-2	-24	-25	3	1.3	-2	1
CN(Cc1ccccc1)C(=O)c1ccc(NC(=O)Cc2cccc(NC(=O)C3CCCN(C(=O)CCc4ccccc4)C3)c2)cc1 (stereo not drawn)	-6	-6	11	-17	-5	1	0.2	14	-8
O=C(NNC(=O)C1CC=CCC1)c1cccc(Br)c1 (stereo not drawn)	-1	-1	-7	-15	-8	2	1.1	-11	8
Cc1cccc(NC(=O)Nc2ccncc2)c1	-7	-2	-4	-6	0	5	3.3	0	1
CCOC(=O)C1=C(C)NC(=S)NC1c1ccc(OCC(=O)N2CCCCC2)cc1 (stereo not drawn)	-6	-5	6	-2	-3	2	-0.6	-14	13
Cc1ccc2c(CN(C)Cc3cccc(F)c3)cc(=O)oc2c1	4	6	-12	-19	-15	0	-0.7	-3	1
CC(=O)Nc1cccc(-c2nc3ccccc3s2)c1	-14	-5	6	14	-24	3	21*	6	-2
CCOC(=O)c1cnc(Nc2nc3ccccc3o2)nc1CN1CCN(C)CC1	.	-3	-1	-2	.	1	0.4	-9	6
O=C(NCCc1ccccn1)/C(=C/c1ccco1)NC(=O)c1ccccc1	0	0	0	-8	-6	2	-0.5	29	-8
N/C(COc1cc(Cl)cc(Cl)c1)=N\O	-7	12	-1	-5	4	1	1.1	-22	18
COc1cc(OC)c(/C=N/n2c(C)nnc2C)c(OC)c1	-8	-6	-3	-1	0	2	0.6	-3	3
C=CCC1(O)C(=O)N2C(=C1C(=O)OCC)c1ccc3ccccc3c1CC2(C)C (stereo not drawn)	-2	-2	3	-2	-24	1	1.3	-1	2
COc1ccc(CN2C[C@@H](CO)O[C@@H](n3cnc4c(NCCO)ncnc43)C2)cc1	.	-2	4	-5	.	-1	0.3	-16	6
O=S(=O)(c1ccc2c(c1)CCCN2)N1CCCC2CCCCC21 (stereo not drawn)	-8	-7	-6	-10	8	0	2.0	-4	-3
Cc1ccc(C(=O)CN2CCN(c3ccccn3)CC2)c(C)c1	.	-6	-12	-12	.	1	3.0	-5	6
CCOC(=O)N1CCN(C(=O)c2cccc(F)c2)CC1	-7	-1	-2	-10	-1	1	0.6	-16	19
COc1cc(Cl)c(CN2CCC(CO)(CCOc3ccccc3)CC2)cc1OC	-7	-7	5	-5	-17	3	2.6	-4	0
COC(=O)CCc1c(C)c(C(=O)c2cc(OC)c(OC)c(OC)c2)c2ccccn12	0	-5	9	-10	-17	10	2.7	-2	3
Cc1cccc(NC(=S)NCC(c2cccnc2)N(C)C)c1C (stereo not drawn)	4	-8	1	1	0	1	0.3	-2	-3
COc1ccc(CNC(=O)CN(C(=O)c2csnn2)c2cccc(C(C)=O)c2)cc1	-5	-6	1	-7	-12	0	0.0	-6	4
CCCOc1ccc(C(=O)CCNc2cccc(Cl)c2)cc1	-9	-12	0	1	-2	0	0.4	10	-14
COC(=O)C1=C(C)OC(N)=C(C#N)C1c1cc(C)sc1C (stereo not drawn)	-3	-6	-5	-9	-14	-1	0.3	-10	8
CC(C)[C@H](NS(=O)(=O)/C=C/c1ccccc1)C(=O)OCC(=O)NC(N)=O	-10	2	-4	-12	-9	1	1.5	-11	9
Cc1nc(N2CCCCC2)c2ccsc2n1	-5	-3	-6	-5	-16	5	2.2	3	3
O=C1CN(C(=O)c2cc3ccccc3o2)c2ccccc2N1	-5	-1	7	-6	-9	1	0.7	2	5
CC(C)c1ccc(CN2C(=O)c3ccccc3S2(=O)=O)cc1	-6	-11	4	-9	4	2	0.1	-4	7
Cn1cc(C(=O)N/N=C/c2cccc([N+](=O)[O-])c2)c2ccccc21	-9	1	9	-7	-17	1	0.2	-6	4
CCC(=O)Nc1ccc(-c2nnc(SCC(=O)N3CCCCC3)n2C)cc1	-4	-2	0	-12	-13	1	0.4	-1	3
CSc1ccccc1C(=O)Nc1cc2c(cc1C(=O)O)OCCCO2	-7	-3	10	2	-8	1	0.7	-13	10
Cc1ccc2c(c1)C1CN(C)CCC1N2S(=O)(=O)c1ccc(C(C)C)cc1 (stereo not drawn)	-5	-5	0	0	-26	1	1.0	-4	3
O=C(NCC1CCCO1)C1CCCN(S(=O)(=O)c2ccc(F)cc2)C1 (stereo not drawn)	-11	1	-18	0	-5	1	-0.2	-14	16
CCOC(=O)c1ccc(Nc2cc(C)nc(-c3ccccc3)n2)cc1	-5	-4	-6	11	8	3	2.5	-11	8
Cn1c(SCC#N)nnc1-c1ccc2c(c1)OCO2	-10	-3	5	-3	-14	1	0.5	-1	3
CCc1nnc(NC(=O)C2CCN(S(=O)(=O)c3ccc(C)cc3)CC2)s1	-2	-3	5	-16	-11	1	0.5	-11	10
C=CCNc1nc(Cl)nc(Nc2ccc([N+](=O)[O-])cc2)n1	-4	-7	2	20	-9	0	-0.6	16	-8
CCCCOC(=O)c1ccc(Nc2ncnc3nc[nH]c23)cc1	-3	2	-17	12	7	2	0.3	-4	2
COC(=O)c1cn(NC(=O)C2CCCO2)c(=O)c2ccccc12 (stereo not drawn)	5	-3	11	0	-12	0	0.3	-10	9
COc1cc2oc(=O)cc(-c3cccc(-c4cccc(C)c4)c3)c2c(OC)c1OC	.	-6	-10	-21	-28	-1	1.0	5	-2
O=C(Cc1ccccc1)Nc1ccc(F)cc1	-11	-8	0	-1	-7	1	0.8	-7	12
O=C(Nc1cccc(-c2cnc3ccccc3n2)c1)C1CC(=O)N(c2ccccc2)C1 (stereo not drawn)	-14	1	5	0	-15	20	12	27	-11
Fc1ccc(COc2cccc3cccnc23)cc1	-21	-9	1	19	0	1	10	-6	13
CCOC(=O)C1CCCN(S(=O)(=O)c2ccc(Br)c(OC)c2)C1 (stereo not drawn)	-9	-4	-10	-10	-15	2	1.2	-7	4
NC(=S)N=Nc1c(O)n(CCCl)c2ccc(Cl)cc12	-9	-6	0	-11	-14	3	2.0	3	-3
CCn1nc(C)c(C(=O)Nc2cc(Oc3cc(C)cc(C)c3)cc([N+](=O)[O-])c2)c1C	-2	-4	10	-36	-27	0	0.2	-10	4
CCCCN1C(N)=NC[C@@H]1Cc1ccc(O)cc1	4	-11	10	-1	-2	0	0.2	-1	3
COc1ccc(CNC(=O)Nc2ccc([N+](=O)[O-])cc2)cc1	-12	2	1	-2	-12	18	4.7	11	-13
O=C(O)CCCCN1C(=O)/C(=C\c2ccc(OCc3ccccc3)c(OCc3ccccc3)c2)SC1=S	-9	1	1	6	6	2	0.5	-15	17
N#Cc1c(-c2ccccc2)nc(SCC(=O)Nc2nnc(C(F)(F)F)s2)[nH]c1=O	-7	-6	0	-3	-17	1	0.0	-4	9
CN(NC(=O)c1ccccc1)c1nc2ccccc2nc1C(F)(F)F	-3	-4	-3	-13	-9	2	1.9	-3	3
N#CC1(Cc2ccccc2Cl)c2ccccc2C=CN1C(=O)c1ccccc1 (stereo not drawn)	-14	-3	3	-6	17	-2	0.6	-5	1
Carrying on.
SMILES	OXTR potentiate	CHRM1 agonist	CHRM4 antagonist	CHO-K1 Ca antag	CHO parental Ca	M4 ag	CHO-K1 Ca ag	M1 antag	M1 PAM
O=C1c2ccccc2C(Nc2ccccc2F)N1c1cccnc1 (stereo not drawn)	1	-3	-5	-6	-2	1	0.0	-7	-2
Cc1cc(NS(=O)(=O)c2ccc(NC(=O)c3cnc4sccn4c3=O)cc2)nc(C)n1	-2	-2	-12	-1	-2	2	0.9	-10	4
CCOC(=O)c1nc(NCc2cccnc2)c2ccccc2n1	1	-6	0	-18	-11	2	0.3	4	-4
Cc1cc(C)c2nc(NNC(=O)c3ccc(S(=O)(=O)N4CC(C)CC(C)C4)cc3)sc2c1 (stereo not drawn)	-5	-1	-2	7	-11	1	0.8	-23	10
CCN1CCN(c2oc(-c3ccccc3C)nc2S(=O)(=O)c2ccccc2)CC1	.	-4	-11	-13	.	2	3.0	-11	3
CCCOc1ccc(C(=O)Nc2ccc(S(=O)(=O)N3CCN(C)CC3)cc2)cc1	-14	-8	4	-7	-11	1	1.2	-5	-4
COc1cc2c(cc1OC)C(C)N(CCc1ccc(Cl)cc1)CC2 (stereo not drawn)	-16	-8	3	-10	-27	3	1.2	17	-12

Rewritten with two lines to a compound: four of the compounds above.
Second line of a record – OXTR potentiate, CHRM1 agonist, CHRM4 antagonist, CHO-K1 Ca antag, CHO parental Ca, M4 ag, CHO-K1 Ca ag, M1 antag, M1 PAM
> Cc1cc(NS(=O)(=O)c2ccc(NC(=O)c3cnc4sccn4c3=O)cc2)nc(C)n1
    -2, -2, -12, -1, -2, 2, 0.9, -10, 4
> CCCOc1ccc(C(=O)Nc2ccc(S(=O)(=O)N3CCN(C)CC3)cc2)cc1
    -14, -8, 4, -7, -11, 1, 1.2, -5, -4
> O=C1c2ccccc2C(Nc2ccccc2F)N1c1cccnc1 (stereo not drawn)
    1, -3, -5, -6, -2, 1, 0.0, -7, -2
> CCOC(=O)c1nc(NCc2cccnc2)c2ccccc2n1
    1, -6, 0, -18, -11, 2, 0.3, 4, -4
